# Screening results from PubChem BioAssay.
# H69AR inhibit: blocks growth of human H69AR lung tumor cells; 85,000 compounds, 6% hits; H69AR lung tumor viability, ATP luminescence, 72 h; hits give low values; viability, % at 10 µM;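 active = viability at or below 40%; inactive = viability above 40%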;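 note: multidrug resistant small cell line overexpressing MRP-1 efflux transporter; 100% = mean luminescence of untreated control wells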
# ERa coact inh: ER-alpha (human) coactivator binding inhibition; AID 629; P03372; TR-FRET ER-alpha LBD / SRC-1 peptide, estradiol-bound; 86,000 compounds, 1.7% hits; inhibition, % at 25.6 µM; in the data active = inhibition above about 50%;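 note: 0% = receptor plus peptide control and 100% = peptide only without receptor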
# ERa SRC1 pot: ER-alpha (human) coactivator binding potentiation; TR-FRET ERalpha-LBD/SRC-Cy5 coactivator binding, 2 h; 100 = basal binding, no effect; coactivator binding (% of control), % at 25.6 µM; 86,000 compounds, 1.3% hits; AID 639; in the data active = activity above about 200%;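 note: binding measured in presence of low estradiol as agonist stimulus; 0% = peptide alone without receptor and 100% = receptor with peptide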
# ERb coact inh: ER-beta (human) coactivator binding inhibition | inhibition, % at 25.6 µM | 86,000 compounds, 1.3% hits | TR-FRET ER-beta LBD / SRC1-Cy5 peptide binding; receptor agonist-loaded with 1 µM estradiol | AID 633 | Q92731;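 active = compounds whose percent inhibition of the receptor-coactivator binding signal exceeds about 50% in the single-dose screen, limit read from the data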;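 note: 0% = receptor plus peptide wells without compound and 100% = peptide-only wells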
# Target sequence (Q92731 whole entry, looked up, the tested form may be a part): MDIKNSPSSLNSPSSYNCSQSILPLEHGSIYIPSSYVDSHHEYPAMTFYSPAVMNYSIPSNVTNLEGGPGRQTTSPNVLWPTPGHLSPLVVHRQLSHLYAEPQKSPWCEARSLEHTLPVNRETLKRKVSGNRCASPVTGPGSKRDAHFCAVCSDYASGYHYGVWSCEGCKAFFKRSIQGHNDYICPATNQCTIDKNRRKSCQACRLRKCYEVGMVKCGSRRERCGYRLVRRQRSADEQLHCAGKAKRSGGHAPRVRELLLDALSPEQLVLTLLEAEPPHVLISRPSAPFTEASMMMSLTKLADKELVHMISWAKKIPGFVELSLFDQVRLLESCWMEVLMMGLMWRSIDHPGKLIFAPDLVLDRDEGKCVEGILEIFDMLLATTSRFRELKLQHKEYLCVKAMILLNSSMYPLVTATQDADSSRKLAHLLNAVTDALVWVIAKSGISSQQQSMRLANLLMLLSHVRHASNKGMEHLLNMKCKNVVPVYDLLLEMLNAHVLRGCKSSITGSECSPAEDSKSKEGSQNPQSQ
# MT1-MMP txn act: MT1-MMP promoter transcription activation; HT1080 MT1-MMP promoter luciferase reporter, luminescence, overnight; hits give high values; 86,000 compounds, 0.16% hits; activation factor at 10 µM;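 active = activation factor of at least 2 for MT1-MMP transcription at 10 µM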
# HUVEC prolif 384: human endothelial cell proliferation inhibition. HUVEC proliferation, CellTiter-Glo luminescence, 72 h; hits give low values. viability, % at 10 µM (by protocol). 86,000 compounds, 1.1% hits. AID 648;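 active = viability at or below 30%; inactive = viability above 30%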;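 note: 100% = median luminescence of DMSO-only cell control wells on each plate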
# Smad3 FoxH1 inh: blocks human Smad3 binding to FoxH1 peptide; P84022; TR-FRET Smad3/Dy647-FoxH1 peptide binding, europium anti-His; inhibition, % at 25 µM; 88,000 compounds, 0.29% hits; AID 630;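 active = compounds that reduce the energy-transfer binding signal between the protein and its labelled peptide by more than half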;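 note: 0% = Smad3 plus labelled peptide maximal FRET and 100% = peptide-only background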
# Target sequence (P84022 whole entry, looked up): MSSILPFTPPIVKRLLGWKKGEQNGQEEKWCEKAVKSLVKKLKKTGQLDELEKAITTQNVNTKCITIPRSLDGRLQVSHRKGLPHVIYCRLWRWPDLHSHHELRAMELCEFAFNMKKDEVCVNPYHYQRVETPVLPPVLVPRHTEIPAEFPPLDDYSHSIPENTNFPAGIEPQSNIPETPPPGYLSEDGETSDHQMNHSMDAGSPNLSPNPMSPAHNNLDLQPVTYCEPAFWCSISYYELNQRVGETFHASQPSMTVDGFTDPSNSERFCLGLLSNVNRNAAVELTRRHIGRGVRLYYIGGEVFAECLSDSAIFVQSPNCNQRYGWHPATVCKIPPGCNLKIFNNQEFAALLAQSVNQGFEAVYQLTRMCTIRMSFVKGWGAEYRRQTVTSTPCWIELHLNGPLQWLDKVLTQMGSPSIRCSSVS
# CD11b adhes enh: increases human CD11b/CD18 adhesion to fibrinogen | K562 CD11b/CD18 adhesion to fibrinogen, ATPlite luminescence | 93,000 compounds, 0.07% hits | AID 1499 | P05107+P11215 | activation, % at 10 µM;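 active = 10 µM primary screen giving 50% or more activity, confirmed by 40% or more on retest at that dose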; note: strong numbers were not always called active
# Lung fibro prol: blocks proliferation of human lung fibroblasts; 85,000 compounds, 1.1% hits; viability, % at 10 µM; LL 47 human lung fibroblast viability, ATP luminescence; hits give low values;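 active = viability at or below 50% in the single dose screen; inactive = viability above 50%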;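 note: compound exposure lasted 72 h before the ATP readout; 100% = median luminescence of untreated cell-only wells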
#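 Material: human lung fibroblast line LL 47, low passage; Evaluation: viability percentage against median untreated-cell control; Buffer or medium: 15% FBS in IMEM; Incubation: 72 h compound exposure at 37 °C after overnight plating; Dosing: 0.1% DMSO in all compound wells; Measured by: CellTiter-Glo luminescence.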
# * hit, by the source's call; / = not tested or not shown; [ ] = dose if it differs, or a comment. An excerpt, so the mix of outcomes need not match the whole.
SMILES	H69AR inhibit	ERa coact inh	ERa SRC1 pot	ERb coact inh	MT1-MMP txn act	HUVEC prolif 384	Smad3 FoxH1 inh	CD11b adhes enh	Lung fibro prol
O=C1C2CCCN2C(c2ccccc2)N1c1cccc(Cl)c1 (centres undefined)	99	-7	114	-10[fluorescence artefact?]	1	107	0	-4	107
CCCCN(CC)CCCNC(=O)Cn1nc(Cc2cccnc2)c2ccccc2c1=O	93	16	120	-3	1.1	96	3[fluorescence artefact?]	0	96
O=C(CN1CCN(CCOCCO)CC1)N1c2ccccc2Sc2ccc(Cl)cc21	75	-10	116	27	1.1	109	-12	/	92
CCc1cccc(C)c1N(C(=O)Cn1c(=O)[nH]c2ccccc21)C(C)COC (centres undefined)	101	4[fluorescence artefact?]	92	-1[fluorescence artefact?]	1.1	101	-2	5	102
O=C(CN1CCN(c2ccc(Cl)cc2)CC1)Nc1ccc(F)cc1	/	-7	116	0	1	112	-2	1	90
O=C(NCc1ccco1)c1csc2c1CCCCC2	95	2[fluorescence artefact?]	103	-8	1.1	89	0	0	111
CC1CC(C)CN(CCCNC(=O)C2CCN(S(=O)(=O)N3CCCCC3)CC2)C1 (centres undefined)	95	-153[fluorescence artefact?]	110	-5	1	99	-15	/	102
Cc1ccc2c(CC(=O)OC3CCOC3=O)coc2c1 (centres undefined)	98	8[fluorescence artefact?]	94	14	1.1	100	11	0	103
CC(C)C12CCC(C(=O)O)C(C1)C(=O)O2 (centres undefined)	90	-1[fluorescence artefact?]	96	-2[fluorescence artefact?]	1.1	103	-1	/	99
CC1CCCC(NC(=O)c2ccc(CNc3c(N4CCCC4)c(=O)c3=O)cc2)C1C (centres undefined)	90	-6	114	-6	1.1	98	5	-1	96
Cc1ccc(C2=[N+]([O-])C(C)N(O)C2(C)C)o1 (centres undefined)	95	2	107[fluorescence artefact?]	3[fluorescence artefact?]	1.1	97	-12	-4	101
CC(Sc1nnc(N)s1)C(=O)Nc1ccc(N2CCOCC2)cc1 (centres undefined)	94	-4[fluorescence artefact?]	69[fluorescence artefact?]	19	1.2	96	-18	13	105
C=CCn1c(SCC(=O)NC23CC4CC(CC(C4)C2)C3)nc(O)cc1=O	94	10	73	20	1.1	90	6	/	102
COC(=O)c1ccccc1NC(=O)Cn1cnc2cc(C)c(C)cc21	97	5	103	-3[fluorescence artefact?]	1.1	103	13	1	95
CCCC1Cc2c(sc3nc(SC)nc(N)c23)CO1 (centres undefined)	/	7	137	10	1.2	101	-7	2	101
COc1ccc(C2OC(=O)CC2C(=O)NC2CCCCCC2)cc1OC (centres undefined)	97	-8	105	-1	1	90	1	-5	96
COc1cc(C(=O)NCc2ccco2)cc(OC)c1OC	100	-6	124	-13	1	110	10	2	106
CC(C)NC(=O)c1ccccc1N(Cc1ccccc1)S(C)(=O)=O	96	-3	110	2	1.1	98	1	0	96
CCn1c(-c2ccoc2C)n[nH]c1=S	89	-10	99	-3	1.2	101	-3	/	104
COc1ccccc1NC(=O)c1nn(C)cc1Br	81	2	100	-4	1.1	84	8	-1	106
CC(=O)c1cc2c(cc1NC(=O)CCc1ccccc1)OCO2	85	-2	112	-6	1.2	85	-4	2	103
Cc1ccc(SC(=O)COc2ccc(C)c(C)c2)cc1	16*	7	113	-3	1.1	78	-6	/	95
CC1S/C(=C(\C#N)C(N)=O)N(c2ccc(F)cc2)C1=O (centres undefined)	85	4	105	8[fluorescence artefact?]	1.1	89	-1	-3	92
CC1(C)CC(=O)C(C=NCCc2ccc(S(N)(=O)=O)cc2)=C(O)C1	94	-3	109	9	1.1	88	2	-4	101
Cn1c(=O)[nH]c(=O)c2c1nc(CN1CCN(c3cccc(Cl)c3)CC1)n2CCN1CCOCC1	77	-2	113[fluorescence artefact?]	-4	1.3	85	-8	/	91
COc1ccc(N2C(=O)[C@@H]3[C@H](C2=O)[C@H]2c4ccccc4C=CN2[C@@H]3C(=O)Nc2ccccc2)cc1	109	-2[fluorescence artefact?]	61[fluorescence artefact?]	11	1.1	113	-4	0	96
COC(=O)c1cc(NS(=O)(=O)c2ccc3c(c2)CCC(=O)N3)cc(C(=O)OC)c1	98	5	74[fluorescence artefact?]	20	1.1	93	3	-2	93
CC1(C)Cc2c(c(N3CCOCC3)nc3sc4c(NN)ncnc4c23)CS1	46	-7	105	-12	1	6.3*	-21	-4	17*
COC(=O)c1cc(OC)c(OC)cc1NC(=O)c1cnccn1	89	0[fluorescence artefact?]	117[fluorescence artefact?]	8	1.1	94	5	0	64
COCCn1nnnc1C(c1cc2cccc(C)c2[nH]c1=O)N1CCN(c2ccccc2F)CC1 (centres undefined)	/	11	102	5	1.1	104	15	16	101
COc1ccc(S(=O)(=O)N(C)c2ccc(C(=O)N3CCC(C(N)=O)CC3)cc2)cc1	100	27[fluorescence artefact?]	114	-16	1	96	0	-1	105
COc1ccc(NC(=O)CSc2c(C)n[nH]c2C)cc1	84	0	104	-8	1	96	-9	-1	95
CN1CCN(c2ccc(Cl)cc2NS(=O)(=O)c2ccccc2Cl)CC1	67	11	120	3	1	80	-8	0	/
COCCOC(=O)c1c(C)n(C)c2ccc(OC(=O)c3cccs3)cc12	98	-6	109	6	1.2	91	0	-2	99
Cc1c(C(=O)NCc2cccnc2)oc2ccc(S(=O)(=O)N3CCCCC3)cc12	74	1	92	-15	1	74	-2	/	73
CCOc1cc(S(=O)(=O)NCc2ccc(OC)cc2)c(OCC)cc1-n1cnnn1	22*	-11	105	-2	1.2	58	-10	-1	56
Cc1cnc(C(=O)Nc2ccccc2-n2cccc2)cn1	91	-6	91	-3	1	96	9	0	107
COc1ccccc1OCCNc1nc2c(c(=O)n(C)c(=O)n2C)n1C	82	-13	115	-11	1	96	-15	/	111
Cc1ccccc1-n1nnnc1SCc1csc(-c2ccccc2)n1	91	-3	93	-1	1.1	110	7	0	96
O=C(CSc1nnc2scc(-c3ccccc3)n12)N1CCCc2ccccc21	94	6	111	2[fluorescence artefact?]	1	93	-3	2	101
CCOc1ccccc1C1CC(c2ccccc2)Nc2nc(N)nn21 (centres undefined)	90	-8	119	-4	1	99	-1	-1	90
CCCCCCn1c(CN2CCN(C(=O)OCC)CC2)nc2c1c(=O)n(C)c(=O)n2C	53	-13	114	-2	1	93	4	/	101
COCc1nnc(SCC(=O)NCc2ccccc2)n1-c1ccccc1	96	-19	102	0	1.2	90	-5	-1	103
Cc1ccc(-c2nc(CSCC(=O)NCc3cccnc3)c(C)o2)cc1	94	-2	121	-9	1	107	5	/	/
Cc1c(C(=O)O)oc2ccc(S(=O)(=O)NCCC3=CCCCC3)cc12	100	-1	110	-14	1.2	117	4	/	99
COc1ccc(CC(=O)NCc2cccs2)cc1	30*	-5	112	-7[fluorescence artefact?]	1.2	71	6	4	93
CCOC(=O)c1c(C)c(C(=O)Nc2ccc3c(c2)OCO3)c(C)n1C	84	7	118	7	1.2	87	10	/	97
Cc1noc(C)c1COc1ccc(C(=O)NCC2CCCO2)cc1 (centres undefined)	100	-8	99[fluorescence artefact?]	-16	1.2	96	-8	/	104
CN(C)S(=O)(=O)c1ccc(C(=O)Nc2nnc(Cc3ccccc3)s2)cc1	96	19	110	13	1	72	4	0	104
O=C(c1ccc(NS(=O)(=O)c2cccs2)cc1)N1CCCCC1	89	1	114	-9	1	90	-9	/	105

# Part of the list above, with values under each structure:
# Fields – H69AR inhibit	ERa coact inh	ERa SRC1 pot	ERb coact inh	MT1-MMP txn act	HUVEC prolif 384	Smad3 FoxH1 inh	CD11b adhes enh	Lung fibro prol
- Cc1ccc(-c2nc(CSCC(=O)NCc3cccnc3)c(C)o2)cc1
    94	-2	121	-9	1	107	5	/	/
- COCCn1nnnc1C(c1cc2cccc(C)c2[nH]c1=O)N1CCN(c2ccccc2F)CC1 (centres undefined)
    /	11	102	5	1.1	104	15	16	101

# The results go on:
SMILES	H69AR inhibit	ERa coact inh	ERa SRC1 pot	ERb coact inh	MT1-MMP txn act	HUVEC prolif 384	Smad3 FoxH1 inh	CD11b adhes enh	Lung fibro prol
CSc1ccccc1C(=O)Nc1nccs1	92	76*[fluorescence artefact?]	121	-1	1.1	93	14	-4	99
COc1ccccc1NC(=O)COC(=O)CNC(=O)c1ccc(OC)c(OC)c1	101	2[fluorescence artefact?]	114	2[fluorescence artefact?]	1.1	99	-3	-3	102
CCN1CCCC1CNC(=O)Cn1cccc1C(=O)c1ccccc1C (centres undefined)	78	-16[fluorescence artefact?]	112	-5	1.2	88	0	2	100
CC(C)c1nnc(NC(=O)C2CCN(c3cnccn3)CC2)s1	85	4	110	-4	1.1	89	-11	/	97
COc1cc(C2Nn3c(nnc3-c3ccccc3OC)S2)ccc1O (centres undefined)	86	-19[fluorescence artefact?]	56	5[fluorescence artefact?]	1.2	101	-20	/	103
Oc1c(Br)cc(C2N=C(c3ccccc3Cl)NO2)cc1Br (centres undefined)	99	-2	62	-1	1.1	94	4	/	102
O=C(CN(C(=O)CCC(=O)Nc1ccccn1)c1ccc2c(c1)OCCO2)NCCc1ccccc1	7.0*	2	129	4	1.1	68	0	6	90
Cc1cccc(Cn2c(N3CCCCC3C)nc3c2c(=O)[nH]c(=O)n3C)c1 (centres undefined)	71	4	92	-6	1.1	107	7	/	86
COCCNC(=O)c1cc2c(-c3ccc(Cl)cc3)nn(C)c2s1	67	0	134	-3	1.1	68	6	20	74
CCOc1ccc(N=C2C(=O)N(CN3CCOCC3)c3ccccc32)cc1	70	23	103	40[fluorescence artefact?]	1.2	80	-1	4	102
COC(=O)c1[nH]c(C)c(/C(O)=C2\C(=O)C(=O)N(CCN(C)C)C2c2ccc(OC)cc2)c1C (centres undefined)	101	-3	123	1	1.1	101	-8	-5	101
COc1ccccc1Oc1coc2c(CN(C)C)c(O)ccc2c1=O	109	-1	108	-2	1.1	105	-5	/	106
O=C(NCCN1CCOCC1)c1cccs1	89	6[fluorescence artefact?]	109[fluorescence artefact?]	8	1.1	88	-1	1	95
Cc1ccc(C)c(C(=O)CN2C3=NCCCN3c3ccccc32)c1	64	2	128	-7	1	94	9	/	91
COc1cc(S(=O)(=O)NCC2CCCO2)c(OC)cc1Cl (centres undefined)	94	-26	118	-25[fluorescence artefact?]	1.1	91	1	5	91
Cc1cccc2cc(CN(Cc3nnnn3C3CCCC3)C3CCCCC3)c(=O)[nH]c12	78	6	124[fluorescence artefact?]	10	1	83	12	/	102
CCOC(=O)N1CCC(N2C(=O)c3ccccc3C2Nc2ccc3c(C)cc(=O)oc3c2)CC1 (centres undefined)	76	-4	100[fluorescence artefact?]	-2	1.2	98	6	0	103
CCCn1cc(S(=O)(=O)CC(=O)Nc2ccc(OCC)cc2)c2ccccc21	83	-15	107	-7	1	93	3	-1	95
CCOC(=O)c1sc(NC(=O)CSc2ncn[nH]2)c(C#N)c1C	50	22	59	25	1.1	83	0	-2	90
CNC(=O)c1nnc(Cc2ccc(F)cc2)o1	114	-6	108	-1	1.1	101	1	-3	101
CC(=O)NCCc1cc2cc(C)c(C)cc2[nH]c1=O	93	-1	123	-12	1.1	78	11	1	90
Cc1cc(=O)[nH]c(SCC(=O)Nc2ccc(Cl)cn2)n1	90	8[fluorescence artefact?]	124	2[fluorescence artefact?]	1.1	91	-3	-1	100
COc1ccc(NC(=O)CCN2CC(C)OC(C)C2)c(OC)c1 (centres undefined)	98	-6	121	0	1.2	100	3	/	103
CCc1ccc(S(=O)(=O)c2n[nH]n3c2nc(=O)c2ccccc23)cc1	85	6	560*[fluorescence artefact?]	7	1.1	87	-3	/	101
